High-throughput results (PubChem)
RXFP1 ag: qHTS Assay for Agonists of the Relaxin Receptor RXFP1. Relaxin receptor 1 (Homo sapiens), Q9HBX9. HEK293T-RXFP1 cAMP TR-FRET, 30 min; response scale: percent of porcine relaxin response, buffer zero. Potency, µM (titrated, usually from 57.5 µM), without a hit: top-dose activation, actives largely listed as activators. 370,000 compounds, 0.3% hits. AID 2676, 2010; note: potency is the fitted concentration of half-maximal effect; % is set by controls: 0 for no effect and ±100 for the full control effect; nearly all actives have a fitted effect of over 60% in size; many of its hits are not listed in these tables
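cAMP rise read by TR-FRET after 30 min, 37C compound exposure (up to 58 uM) in RXFP1-transfected HEK293 cells with Ro 20174 present. EC50 from Hill-equation fits, with 29 nM porcine relaxin as 100% and buffer as basal.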
Vif-APOBEC3G blk: qHTS for Inhibitors of Vif-A3G Interactions: qHTS. DNA dC->dU-editing enzyme APOBEC-3G (Homo sapiens), Q9HC16. HeLa A3G-eYFP + Vif (tagged APOBEC3G with the HIV-1 protein that degrades it), YFP fluorescence, overnight. Potency, µM (highest dose often 46.1 µM), inactives show at the highest dose activity, negative = active, usual class: inhibitors. 410,000 compounds, 0.076% hits. AID 602310, 2012;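 note: potency is the fitted concentration of half-maximal effect; % is set by controls: 0 for no effect and ±100 for the full control effect; nearly all actives have a fitted effect of over 60% in size; hits raise eYFP signal because A3G escapes Vif-driven loss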
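HeLa cells stably expressing Vif and C-terminally eYFP-tagged A3G, seeded overnight at 37 deg C, then exposed to compound by pintool overnight at 37 deg C. Rise in yellow fluorescence (Ex 488/Em 500-530, Acumen) marks blocked Vif-driven A3G degradation.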
Vif-A3F inh: qHTS for Inhibitors of Vif-A3F Interactions: qHTS | HeLa A3F-eYFP + Vif (tagged APOBEC3F with the HIV-1 protein that degrades it), YFP fluorescence increase | Potency, µM (highest dose often 46.1 µM), without a hit: at the highest dose activity, negative = active | 390,000 compounds, 0.2% hits; note: potency is the fitted concentration of half-maximal effect; % of control where 0% means no effect; nearly all actives have a fitted effect of over 65% in size
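HeLa cells stably expressing Vif plus C-terminally eYFP-tagged A3F were seeded, incubated overnight at 37 deg C, dosed with compound, incubated overnight again at 37 deg C. Yellow fluorescence (Ex 488/Em 500-530) reported blocked Vif-mediated A3F-eYFP degradation.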
D1 PAM: Potentiators of Human D1 Dopamine Receptor: qHTS; AID 504651, 2011; HEK293 TREx D1 cells, calcium flux, dopamine EC20 potentiation; potentiation, % at 10 µM; 360,000 compounds, 0.036% hits; in the data active = potentiation above about 30%; note: 0% is about no effect
Target sequence (P21728 whole entry, looked up): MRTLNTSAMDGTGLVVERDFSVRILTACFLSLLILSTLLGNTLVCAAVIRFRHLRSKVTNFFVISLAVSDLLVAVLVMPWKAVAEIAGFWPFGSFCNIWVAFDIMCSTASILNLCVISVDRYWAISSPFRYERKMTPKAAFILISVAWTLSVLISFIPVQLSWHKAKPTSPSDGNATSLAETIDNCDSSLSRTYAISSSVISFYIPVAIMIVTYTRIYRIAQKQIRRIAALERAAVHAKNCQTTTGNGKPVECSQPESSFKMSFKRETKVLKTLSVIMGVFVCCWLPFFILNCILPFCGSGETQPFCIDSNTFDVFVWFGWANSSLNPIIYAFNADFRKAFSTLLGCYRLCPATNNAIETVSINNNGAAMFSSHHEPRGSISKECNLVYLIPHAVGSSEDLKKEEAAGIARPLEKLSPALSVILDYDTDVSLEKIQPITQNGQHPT
LDHA inh: qHTS assay for inhibitors of human lactate dehydrogenase; purified LDHA, NADH/diaphorase-resazurin fluorescence; stronger effect = lower value; 480,000 compounds, 0.15% hits; AID 1347041, 2019; activity change, % (values are at about 110 or 230 µM); L-lactate dehydrogenase A chain (Homo sapiens), P00338; in the data active = activity change below about -30%;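 note: plate controls were DMSO wells for no effect and wells without enzyme for full effect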
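Human LDH5 at 2 nM final in Tris HCl pH 7.4 with 0.06 mM NADH and 0.2 mM pyruvate, reacted 5 minutes at room temperature. Remaining NADH coupled via diaphorase/resazurin; resorufin fluorescence read at 0 and 20 minutes, normalized to enzyme-free and DMSO wells.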
D1 agonist: Allosteric Agonists of the Human D1 Dopamine Receptor: qHTS; HEK293 T-REx D1 cells, calcium flux, agonist mode; D(1A) dopamine receptor (Homo sapiens), P21728; 360,000 compounds, 1% hits; activation, % at 2 µM; in the data active = activation above about 30%; note: 0% is about no effect
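Inducible HEK293 T-REx D1 cells, force-coupled to calcium signalling, were plated at 4000 cells/well with tetracycline and held overnight at 30 C. After no-wash calcium dye loading, compound-evoked calcium rise over 180 s flagged agonists.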
D2 PAM: HTS Assay for Positive Allosteric Modulators of the Human D2 Dopamine Receptor: Primary Screen for Potentiators; D(2) dopamine receptor (Homo sapiens), P14416; HEK293 T-REx D2, calcium flux, EC20 dopamine potentiation; potentiation, % at 10 µM; 340,000 compounds, 0.34% hits;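 active = potentiation over 3 SD above the plate norm, cut at about 30% in these data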; note: 0% is about no effect
Target sequence (P14416 whole entry, looked up): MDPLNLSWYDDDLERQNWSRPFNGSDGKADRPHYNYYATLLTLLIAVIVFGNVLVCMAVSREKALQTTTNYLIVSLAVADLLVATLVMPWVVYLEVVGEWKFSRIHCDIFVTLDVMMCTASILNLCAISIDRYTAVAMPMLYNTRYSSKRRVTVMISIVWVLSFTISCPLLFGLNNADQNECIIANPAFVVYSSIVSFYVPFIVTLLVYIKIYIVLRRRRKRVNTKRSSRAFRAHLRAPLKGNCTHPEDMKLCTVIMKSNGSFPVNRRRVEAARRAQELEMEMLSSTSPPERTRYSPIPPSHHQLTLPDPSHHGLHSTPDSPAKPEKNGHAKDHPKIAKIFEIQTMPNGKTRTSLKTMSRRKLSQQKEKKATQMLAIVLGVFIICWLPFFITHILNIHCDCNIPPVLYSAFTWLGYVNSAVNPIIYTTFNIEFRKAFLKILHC
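Using a no-wash calcium dye in inducible, force-coupled HEK293 Trex cells expressing D2, we tracked fluorescence each second for 180 s after compound, then for 180 s after EC20 dopamine to detect augmented signalling.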
D1 antagonist: Antagonist of Human D 1 Dopamine Receptor: qHTS; D(1A) dopamine receptor (Homo sapiens), P21728; HEK293 TREx D1 cells, calcium flux, dopamine EC80; stronger effect = lower value; activity change, negative = inhibition, % at 10 µM; 360,000 compounds, 3.2% hits; AID 504652, 2011; in the data active = activity change below about -30%; note: % is set by controls: 0 for no effect and ±100 for the full control effect
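Kinetic fluorescence of a calcium dye serves as the read-out. D1-expressing Hek293 Trex cells, induced overnight at 30 C, are exposed to compound for 180 s before an EC80 dopamine addition, then read 180 s further.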
Glioma ERSR ind: qHTS for Inducers of the Endoplasmic Reticulum Stress Response (ERSR) in Human Glioma: qHTS | Potency, µM, inactives show at the highest dose activation, hits mostly activators | AID 602332, 2012 | 420,000 compounds, 0.02% hits | U87-MG GRP78 promoter luciferase reporter, 16 h; note: potency is the fitted concentration of half-maximal effect; series mostly up to about 76 µM; % of control where 0% means no effect; nearly all actives have a fitted effect of over 35% in size
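ERSR induction read as luciferase luminescence (Bright-Glo, 10 min at room temperature) in stably transfected human U87-MG glioma cells exposed to compounds for 16 h, using GRP78 as sensor.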
An asterisk follows results filed as active; nt = no result given; & = joins results of further samples. Unless noted, calls come from the whole dose curve; as a rule, active = well fitted curve in the direction sought with a large enough effect; inconclusive = small, poorly fitted or top-dose-only effect, or another doubt; inactive = no such curve, though single readings can be large; an effect the other way counts as inactive or inconclusive. This is a subset; rates above refer to the full screens.

SMILES	RXFP1 ag	Vif-APOBEC3G blk	Vif-A3F inh	D1 PAM	LDHA inh	D1 agonist	D2 PAM	D1 antagonist	Glioma ERSR ind
O=Cc1c[nH]c2ncccc12	5.7%	0%	-4%	-2	-6	3	-9	-9	3%
CS(=O)(=O)c1ccc(C2=C(c3ccccc3)C(=O)OC2)cc1	nt	-3%	2%	nt	-9	nt	nt	nt	-3%&-2%
Cc1ccc(C(=O)Nc2cccc3cccnc23)cc1Cl	-1.0%	-1%	3%	-4	0	-1	-4	21	-2%
CN(c1cccc(NC(=O)CN(c2ccc(Cl)c(Cl)c2)S(=O)(=O)c2ccccc2)c1)S(C)(=O)=O	0.4%	4%	0%	7	-1	4	3	-10	0%
COc1ccc(C(=O)Nc2ccccc2C(=O)N2CCCCCC2)cc1	-0.3%	0%	-18%	-3	-8	1	-1	-4	-2%
CCCCn1c(/C=N/Nc2nc3ccccc3[nH]2)nc2ccccc21	0.5%	-2%	-13%	-10	-1	2	-21	-12	1%
CCO[C@@H]1OC(C(=O)NCc2ccccc2)=C[C@H](c2ccccc2)[C@H]1CCCO	0.3%	-1%	0%	2	-4	-5	-1	5	-1%
CC1CCCCN1C(=O)CSCC(=O)Nc1nc(-c2cccs2)cs1 (centres undefined)	-2.7%	-1%	1%	-4	3	4	4	-5	2%
COc1ccc(C2=[N+]([O-])C(C)(C)N(O)C2C)cc1 (centres undefined)	1.3%	1%	0%	-5	-4	-1	1	3	-5%
CCCNC(=O)c1onc(CSc2nc3ccccc3[nH]2)c1C(=O)NCCC	-0.4%	-2%	5%	-5	-2	-1	-9	-3	-3%
COc1ccc(-c2cn3c(C)c(C(=O)N4CCN(c5ccc(F)cc5)CC4)sc3n2)cc1	0.5%	3%	4%	nt	-8	7	4	4	-1%
CCN(CC)CCNC(=O)Cn1ncc2c3ccccc3n(Cc3ccc(Cl)cc3)c2c1=O	0.9%	-1%	1%	-3	0	3	1	28	-4%
CC(=O)[C@H]1CC[C@H]2[C@@H]3CC=C4C[C@@H](OS(=O)(=O)O)CC[C@]4(C)[C@H]3CC[C@]12C	nt	-2%	0%	nt	0	nt	nt	nt	-3%
c1nc(N2CCCCC2)c2[nH]cnc2n1	1.0%	0%	4%	2	-11	1	nt	-15	-4%
CCCC(=O)C1=C(SCC)CC(C)(C)C(C(=O)OC)C1=O (centres undefined)	1.2%	-1%	3%	-6	-7	0	-4	1	-4%
CN(C)/C=C(/C#N)C(=O)c1cccc(Oc2ccc(C(C)(C)C)cc2)c1	-0.5%	-1%	0%	-5	-6	3	1	0	0%
CC(=O)Oc1ccc(-c2cccc(C(=O)NCC(=O)O)c2)cc1	2.2%	0%	1%	-5	-8	1	6	-19	-2%
CCOC(=O)Cn1cc(C#N)c(=O)[nH]c1=O	3.1%	3%	4%	2	-5	0	-4	15	-4%
CCCC(CCC)C(=O)Nc1ccc2c(c1)N(C(=O)CCN1CCN(C)CC1)c1ccccc1CC2	-0.3%	3%	-4%	-4	-6	1	-13	-2	7%
COc1ccc(C2CC(c3ccc(Cl)cc3)=NN2C(C)=O)cc1 (centres undefined)	-0.4%	-5%	-2%	-4	-4	3	5	-11	1%

Continued; it opens with the 5 that closed the last part.
SMILES	RXFP1 ag	Vif-APOBEC3G blk	Vif-A3F inh	D1 PAM	LDHA inh	D1 agonist	D2 PAM	D1 antagonist	Glioma ERSR ind
CN(C)/C=C(/C#N)C(=O)c1cccc(Oc2ccc(C(C)(C)C)cc2)c1	-0.5%	-1%	0%	-5	-6	3	1	0	0%
CC(=O)Oc1ccc(-c2cccc(C(=O)NCC(=O)O)c2)cc1	2.2%	0%	1%	-5	-8	1	6	-19	-2%
CCOC(=O)Cn1cc(C#N)c(=O)[nH]c1=O	3.1%	3%	4%	2	-5	0	-4	15	-4%
CCCC(CCC)C(=O)Nc1ccc2c(c1)N(C(=O)CCN1CCN(C)CC1)c1ccccc1CC2	-0.3%	3%	-4%	-4	-6	1	-13	-2	7%
COc1ccc(C2CC(c3ccc(Cl)cc3)=NN2C(C)=O)cc1 (centres undefined)	-0.4%	-5%	-2%	-4	-4	3	5	-11	1%
Cc1cc(C)cc(OC2CCCCC2NS(=O)(=O)c2ccccc2)c1 (centres undefined)	2.2%	2%	-11%	-12	-4	7	-11	-6	-1%
O=C1NCCCc2c1no[n+]2[O-]	1.9%	2%	-2%	-1	0	4	-1	-4	-1%
CCOc1cccc(CC(=O)N2CCc3c([nH]c4ccccc34)C2c2ccc(Cl)cc2)c1OCC (centres undefined)	-1.9%	6%	-2%	-3	0	2	-7	-86*	-3%
NS(=O)(=O)c1ccc(CNS(=O)(=O)c2cc(Cl)ccc2Cl)cc1	-0.8%	-1%	-6%	-8	-2	3	-13	4	-4%
FC(F)Oc1ccc(-c2c[n+]3c(n2-c2ccccc2)CCCCC3)cc1	1.7%	5%	0%	-7	-7	1	4	-5	-4%
COc1ccc(NC(=O)COC(=O)c2ccc3c(c2)OCCO3)cc1	nt	-1%	2%	nt	0	nt	nt	nt	-3%
OC(c1cccc(Cl)c1)c1nccc2ccccc12 (centres undefined)	0.5%	1%	-1%	-8	-3	1	2	10	2%
CCC[C@@H](O)c1cc2cc(OC)c(OC)cc2c(=O)o1	0.3%	5%	5%	-1	-5	-4	6	nt	-3%
COCC(C)NCc1cccc(OC)c1OC (centres undefined)	1.5%	0%	1%	6	-13	3	3	23	-9%
CC(NC(=O)CN1CCN(S(=O)(=O)c2ccc(Br)cc2)CC1)c1ccccc1 (centres undefined)	-0.8%	-3%	2%	-1	-10	4	-2	-27	-4%
COc1cccc(C(=O)NCC(c2ccc(N(C)C)cc2)N2CCc3ccccc32)c1OC (centres undefined)	1.4%	5%	2%	1	6	0	2	-1	-2%
Cc1cccc(NC(=O)CSc2nnc(CN3CCOCC3)n2C)c1C	2.1%	8%	-16%	10	0	7	nt	20	1%
O=C(Nc1ccccc1)N1CCCC(c2nc(-c3cccs3)no2)C1 (centres undefined)	3.5%	-1%	-7%	-7	-7	11	-9	11	0%
COCCCNCCCOc1ccc(Cl)cc1C(C)(C)C	0.0%	-2%	-13%	3	-11	13	-10	10	-5%
Nc1ccc(C(=O)OCc2ccncc2)cc1[N+](=O)[O-]	0.5%	-2%	19%	-2	-6	3	-4	-7	0%
COc1ccc(-c2nnc3ccc(SCC(=O)Nc4nc5ccc(C)cc5s4)nn23)cc1OC	6.4%	-8%	-6%	0	-5	4	-2	-1	-3%
Cc1ccc(CNC(=O)CN(C(=O)C2(C)CC(=O)N=C3C=CC=CN32)c2ccccc2)cc1 (centres undefined)	4.7%	2%	-2%	-8	-4	2	14	-5	3%
COc1ccc2c(c1)CCc1c(C(=O)Nc3ccc(C#N)cc3)noc1-2	5.2%	0%	1%	0	2	0	19	5	-2%
O=C(Nn1cc(C(=O)N2CCN(c3ccccc3F)CC2)c2ccccc2c1=O)c1cnccn1	-0.1%	-4%	7%	3	-2	3	5	-8	-3%
Cc1ccc(NC(=O)c2ccc(COc3ccc4c(c3)CCC4)cc2)c(C)c1	4.4%	-5%	-7%	-2	2	1	nt	6	1%

Gathered by group, the compounds so far with a thiophene ring, fused or not
SMILES	RXFP1 ag	Vif-APOBEC3G blk	Vif-A3F inh	D1 PAM	LDHA inh	D1 agonist	D2 PAM	D1 antagonist	Glioma ERSR ind
CC1CCCCN1C(=O)CSCC(=O)Nc1nc(-c2cccs2)cs1 (centres undefined)	-2.7%	-1%	1%	-4	3	4	4	-5	2%
O=C(Nc1ccccc1)N1CCCC(c2nc(-c3cccs3)no2)C1 (centres undefined)	3.5%	-1%	-7%	-7	-7	11	-9	11	0%

Next compounds:
SMILES	RXFP1 ag	Vif-APOBEC3G blk	Vif-A3F inh	D1 PAM	LDHA inh	D1 agonist	D2 PAM	D1 antagonist	Glioma ERSR ind
Cc1cc(NC(=O)Nc2cccc(Cl)c2)n(-c2ccccn2)n1	0.1%	-7%	-6%	nt	-8	10	-8	-22	-6%
CCCCc1ccc(NC(=O)c2ccc(NS(C)(=O)=O)cc2)cc1	-1.2%	1%	-14%	0	-10	1	5	10	-2%
O=C(CSc1nc2ccccc2c(=O)n1NC(=O)Cc1ccccc1)NCc1ccccc1	1.8%	0%	4%	-9	-8	6	-5	-32*	1%
CSc1ccccc1OCc1cc(C(=O)N2CCNC(=O)C2)no1	0.1%	0%	12%	1	-1	0	-5	10	-4%
COC(=O)c1ccc(CSC2=NCCS2)cc1	0.0%	-1%	11%	-1	-7	0	9	0	4%
CC(OC(=O)Cn1cnc2c1c(=O)n(C)c(=O)n2C)C(=O)NCc1ccccc1 (centres undefined)	2.9%	2%	-3%	-1	2	1	5	19	-2%
COc1ccc(/C=N/NC(=O)C2C(C=C(Cl)Cl)C2(C)C)c(OC)c1 (centres undefined)	-0.8%	2%	-2%	-4	-1	0	nt	-2	-2%
CCOc1ccccc1C(=O)N(Cc1ccco1)C1CCS(=O)(=O)C1 (centres undefined)	-1.1%	-1%	nt	-3	-1	3	11	-2	-1%
Cc1ccccc1S(=O)Cc1ccc(C(=O)NC2CCN(Cc3ccccc3)CC2)o1 (centres undefined)	-2.7%	3%	-1%	-2	-4	4	-20	0	-2%
COc1ccc(OC)c(-n2nnc3c(sc4nc(C)c(Br)c(C)c43)c2=O)c1	-1.6%	nt	nt	-2	-10	0	-8	-7	nt
CC(=O)/C(=N/Nc1cccc(C)c1)N1CCOCC1	0.9%	-6%	nt	-2	6	-1	-6	13	-2%
COc1cc(/C=C(\NC(=O)c2ccccc2)C(=O)NCC(=O)O)c([N+](=O)[O-])cc1OC	1.3%	0%	5%	-1	11	7	9	12	-1%
